Screens from PubChem.
MT1-MMP txn act = activates MT1-MMP transcription; 86,000 tested, 0.16% active; activation factor at 10 µM; HT1080 MT1-MMP promoter luciferase reporter, luminescence, overnight; active compounds read high;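 active = activation factor of at least 2 for MT1-MMP transcription at 10 µM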
ERa coact inh = ER-alpha (human) coactivator binding inhibition. AID 629. inhibition, % at 25.6 µM. P03372. TR-FRET ER-alpha LBD / SRC-1 peptide, estradiol-bound. 86,000 tested, 1.7% active; in the data active = inhibition above about 50%;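 also: 0% = receptor plus peptide control and 100% = peptide only without receptor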
Target sequence (P03372 whole entry, looked up, the tested form may be a part): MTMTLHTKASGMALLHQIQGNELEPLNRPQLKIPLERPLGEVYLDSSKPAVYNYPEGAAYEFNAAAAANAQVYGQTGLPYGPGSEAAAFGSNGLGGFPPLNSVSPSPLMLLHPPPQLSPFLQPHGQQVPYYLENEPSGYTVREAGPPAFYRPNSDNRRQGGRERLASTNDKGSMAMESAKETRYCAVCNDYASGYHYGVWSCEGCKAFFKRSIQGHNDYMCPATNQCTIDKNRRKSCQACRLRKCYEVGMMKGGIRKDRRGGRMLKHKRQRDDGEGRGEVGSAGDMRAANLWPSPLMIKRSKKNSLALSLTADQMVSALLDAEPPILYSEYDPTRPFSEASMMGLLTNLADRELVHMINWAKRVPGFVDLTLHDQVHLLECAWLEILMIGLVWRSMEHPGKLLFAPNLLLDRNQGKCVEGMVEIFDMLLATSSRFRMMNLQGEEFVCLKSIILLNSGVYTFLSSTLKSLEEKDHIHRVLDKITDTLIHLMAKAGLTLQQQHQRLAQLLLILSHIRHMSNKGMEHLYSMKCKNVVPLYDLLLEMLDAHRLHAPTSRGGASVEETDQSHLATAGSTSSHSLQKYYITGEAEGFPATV
Mac1 fbg enh = enhancers of human CD11b/CD18 binding to fibrinogen; P05107+P11215; K562 CD11b/CD18 adhesion to fibrinogen, ATPlite luminescence; activation, % at 10 µM; 93,000 tested, 0.07% active; AID 1499;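 active = 10 µM primary screen giving 50% or more activity, confirmed by 40% or more on retest at that dose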; also: strong numbers were not always called active
ERb coact inh = blocks coactivator binding to human estrogen receptor beta; Q92731; 86,000 tested, 1.3% active; inhibition, % at 25.6 µM; TR-FRET ER-beta LBD / SRC1-Cy5 peptide binding; receptor agonist-loaded with 1 µM estradiol;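 active = compounds whose percent inhibition of the receptor-coactivator binding signal exceeds about 50% in the single-dose screen, limit read from the data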;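 also: 0% = receptor plus peptide wells without compound and 100% = peptide-only wells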
H69AR inhibit = growth inhibitors of human H69AR lung tumor cells; H69AR lung tumor viability, ATP luminescence, 72 h; active compounds read low; viability, % at 10 µM; 85,000 tested, 6% active; AID 598;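 active = viability at or below 40%; inactive = viability above 40%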;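 also: multidrug resistant small cell line overexpressing MRP-1 efflux transporter; 100% = mean luminescence of untreated control wells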
HUVEC inhibit = blocks proliferation of human endothelial cells | viability, % at 10 µM (by protocol) | AID 648 | 86,000 tested, 1.1% active | HUVEC proliferation, CellTiter-Glo luminescence, 72 h; active compounds read low;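 active = viability at or below 30%; inactive = viability above 30%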;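 also: 100% = median luminescence of DMSO-only cell control wells on each plate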
ERa coact pot = enhances coactivator binding to human estrogen receptor alpha; 86,000 tested, 1.3% active; AID 639; coactivator binding (% of control), % at 25.6 µM; TR-FRET ERalpha-LBD/SRC-Cy5 coactivator binding, 2 h; 100 = basal binding, no effect; P03372; in the data active = activity above about 200%;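 also: binding measured in presence of low estradiol as agonist stimulus; 0% = peptide alone without receptor and 100% = receptor with peptide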
Fibroblast inh = blocks proliferation of human lung fibroblasts; LL 47 human lung fibroblast viability, ATP luminescence; active compounds read low; viability, % at 10 µM; 85,000 tested, 1.1% active;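 active = viability at or below 50% in the single dose screen; inactive = viability above 50%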;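 also: compound exposure lasted 72 h before the ATP readout; 100% = median luminescence of untreated cell-only wells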
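Benchmarks: Cell-only wells, no compound | Test system: LL 47 human lung fibroblasts, passage 12 or lower | Input: 1,150 cells/well | Measured by: CellTiter-Glo luminescence measuring cellular ATP | Medium: IMEM, 15% FBS supplement | Schedule: Overnight attachment after seeding, then 72 h compound exposure at 37 °C | Doses: Compound addition at 0.1% DMSO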
Smad3 FoxH1 inh = blocks human Smad3 binding to FoxH1 peptide; inhibition, % at 25 µM; TR-FRET Smad3/Dy647-FoxH1 peptide binding, europium anti-His; 88,000 tested, 0.29% active; AID 630;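 active = compounds that reduce the energy-transfer binding signal between the protein and its labelled peptide by more than half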;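 also: 0% = Smad3 plus labelled peptide maximal FRET and 100% = peptide-only background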
Target sequence (P84022 whole entry, looked up): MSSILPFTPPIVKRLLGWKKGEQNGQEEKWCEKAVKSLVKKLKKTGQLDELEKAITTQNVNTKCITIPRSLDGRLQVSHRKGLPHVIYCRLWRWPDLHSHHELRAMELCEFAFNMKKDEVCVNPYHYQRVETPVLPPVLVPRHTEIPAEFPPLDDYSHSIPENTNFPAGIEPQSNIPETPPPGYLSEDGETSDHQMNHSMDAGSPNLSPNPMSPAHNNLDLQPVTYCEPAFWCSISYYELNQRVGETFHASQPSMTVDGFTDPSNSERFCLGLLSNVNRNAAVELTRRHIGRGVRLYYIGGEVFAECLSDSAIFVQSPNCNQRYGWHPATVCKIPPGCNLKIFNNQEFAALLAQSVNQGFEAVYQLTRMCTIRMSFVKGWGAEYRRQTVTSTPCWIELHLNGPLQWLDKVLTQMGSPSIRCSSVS
Numbers without * were called inactive; · = no result given; [ ] = remark or other dose.

SMILES | MT1-MMP txn act | ERa coact inh | Mac1 fbg enh | ERb coact inh | H69AR inhibit | HUVEC inhibit | ERa coact pot | Fibroblast inh | Smad3 FoxH1 inh
Cc1ccc(N2CCN(C(=O)CNS(=O)(=O)c3ccc(Br)s3)CC2C)cc1 (centres undefined) | 1.3 | -2 | · | 5 | 102 | 104 | 102 | 97 | 6
CCCCc1ccc(C2C(C#N)=C(N)SC(N)=C2C#N)s1 | 1.2 | 7 | -11 | 6 | 91 | 78 | 41[fluorescence artefact?] | 97 | -1
O=C(Nc1cc(N2CCOCC2)ncn1)NC1(C(F)(F)F)Oc2ccccc2O1 | 1 | -2 | · | 7 | 27* | 68 | 97 | 89 | 11
c1ccc(-n2c(Cc3cn4ccsc4n3)nnc2N2CCOCC2)cc1 | 1.2 | -1 | 13 | -5 | 85 | 103 | 98 | 98 | -1
COc1ccc(OC)c2[nH]c(=O)c(CCNC(=O)c3ccc(S(=O)(=O)N(C)C)cc3)cc12 | 1.2 | -7 | · | 0 | 81 | 93 | 122 | 99 | 4
O=C(Oc1ccccc1C(=O)N1CCOCC1)c1ccc(Br)cc1 | · | 1 | -3 | 3 | 102 | 79 | 94 | 102 | 15
O=c1[nH]c2cc3c(cc2cc1CN(Cc1ccccc1)Cc1nnnn1Cc1ccco1)OCCO3 | 1 | 20 | -1 | 26[fluorescence artefact?] | 45 | 69 | 216* | 93 | 4
CC(=O)N(C)C1(c2nnnn2CCOC(=O)Nc2ccc(Cl)cc2)CCCCC1 | 1.1 | 1 | 14 | -3 | 93 | 101 | 95 | 93 | 2
CCC(C(=O)Nc1ncccn1)(C(F)(F)F)C(F)(F)F | 1.1 | 1 | 6 | 0 | 85 | 89 | 104 | 106 | -13
Clc1ccc(-c2nc(N3CCCCC3)nc3ccccc23)cc1 | 1.1 | -1 | · | 1 | 88 | 104 | 99 | 96 | 1
CCCn1c(SCC(=O)N2CCCCC2)nnc1-c1ccco1 | 1.1 | 3 | -4 | -3 | 94 | 88 | 103 | 99 | 5[fluorescence artefact?]
COc1ccccc1/C=C/C1(C(=O)NC2CCCC2)CC(=O)N1c1ccc(F)cc1 (centres undefined) | 1 | 16 | · | 9 | 0.5* | 35 | 94 | 1.9* | -7
CN1C(=O)CSC1=NCC12CC3CC(CC(C3)C1)C2 | 1.1 | 4 | -4 | 18 | 94 | 103 | 82[fluorescence artefact?] | 92 | 13[fluorescence artefact?]
Cc1cccc(NC(=O)/C(=C\c2ccco2)NC(=O)c2ccccc2)c1 | 1.1 | -4 | -4 | 0 | 85 | 89 | 105 | 90 | -6
C/C(=N\O)C(=O)NCc1ccncc1 | 1.1 | 22 | -2 | 28 | · | 92 | 103 | 96 | -15
N#Cc1nc(COc2ccc(Cl)cc2)oc1N1CCCC1 | 1 | 2 | 0 | 2 | 100 | 99 | 101 | 97 | 6
COc1ccccc1CN1C(=S)SC(C)(C)C1NO (centres undefined) | 1.1 | -37 | · | -2 | 91 | 104 | 87[fluorescence artefact?] | 98 | -1
O=C(Cn1cc(C(=S)N2CCOCC2)c2ccccc21)N1CCOCC1 | 1.1 | -9 | -8 | -8[fluorescence artefact?] | 86 | 103 | 130[fluorescence artefact?] | 99 | 4
O=C(Nc1ccc2c(c1)OCCO2)C1CCN(c2nnnn2-c2ccccc2)CC1 | 1 | 2[fluorescence artefact?] | -2 | 0[fluorescence artefact?] | 88 | 95 | 125 | 98 | 3
CC1CCCCN1C(=O)c1cc(-c2ccc(Cl)c(Cl)c2)on1 (centres undefined) | 1.6 | -20 | 0 | -34 | 97 | 123 | 98 | 98 | 9
CCOc1nonc1C(=N)/C(C(C)=O)=C(\C)O | 1 | -1 | 1 | 5 | 99 | 111 | 94 | 102 | -1
CN(c1ccccc1)S(=O)(=O)c1ccc(C(=O)Nc2nnc(-c3ccc(F)cc3)o2)cc1 | 1.2 | 6 | 4 | -9[fluorescence artefact?] | 34* | 2.0* | 115 | 71 | 8
Cc1ccc(C=Nc2ccccc2C(N)=O)cc1 | · | 2 | -2 | -1 | 22* | 55 | 96 | 54 | -3
O=C(Cc1c(O)c2ccccc2[nH]c1=O)NC1CCCCCC1 | 1.1 | -30[fluorescence artefact?] | -2 | -2[fluorescence artefact?] | 97 | 101 | 97 | 105 | -1
CN1CCN(C(=O)CSc2nc(-c3ccncc3)ccc2C#N)CC1 | 1.1 | 1 | 1 | 0 | 75 | 95 | 101 | 87 | -7

Of the compounds above, these contain an aryl methoxy group.
SMILES | MT1-MMP txn act | ERa coact inh | Mac1 fbg enh | ERb coact inh | H69AR inhibit | HUVEC inhibit | ERa coact pot | Fibroblast inh | Smad3 FoxH1 inh
COc1ccc(OC)c2[nH]c(=O)c(CCNC(=O)c3ccc(S(=O)(=O)N(C)C)cc3)cc12 | 1.2 | -7 | · | 0 | 81 | 93 | 122 | 99 | 4
COc1ccccc1/C=C/C1(C(=O)NC2CCCC2)CC(=O)N1c1ccc(F)cc1 (centres undefined) | 1 | 16 | · | 9 | 0.5* | 35 | 94 | 1.9* | -7
COc1ccccc1CN1C(=S)SC(C)(C)C1NO (centres undefined) | 1.1 | -37 | · | -2 | 91 | 104 | 87[fluorescence artefact?] | 98 | -1

Carrying on:
SMILES | MT1-MMP txn act | ERa coact inh | Mac1 fbg enh | ERb coact inh | H69AR inhibit | HUVEC inhibit | ERa coact pot | Fibroblast inh | Smad3 FoxH1 inh
N#Cc1nc(Cc2ccccc2)oc1NCCc1ccccc1 | 1.6 | -25 | -4 | -32 | 82 | 99 | 108 | 95 | -3
COCCn1c(C(C)C)nc2oc3ccccc3c(=O)c2c1=O | 0.9 | 11 | 3 | 7 | 70 | 101 | 108 | 111 | -1
Cc1ccc2nc(NC(=O)C3CCN(S(=O)(=O)c4cccc5nsnc45)CC3)sc2c1 | 1.1 | -3 | 4 | -5 | 60 | 78 | 137 | 85 | 6
COc1ccc(NC(C)=O)cc1NC(=O)CCn1c(=O)sc2ccccc21 | 1.3 | -24 | · | -28[fluorescence artefact?] | 81 | 91 | 104 | 91 | 3
Cn1c(=O)c2c(nc(N3CCOCC3)n2CCCNC2=NCCC2)n(C)c1=O | 1 | -2 | 5 | -3 | 90 | 104 | 123 | 97 | 9
O=C(CN1CC(c2ccccc2)CC1=O)Nc1ccc2c(c1)OCO2 (centres undefined) | 1.2 | -5 | · | 4 | 95 | 76 | 103 | 93 | 0
CCCOC(=O)c1[nH]c2c(c1C)C(=O)CC(c1cccs1)C2 (centres undefined) | 0.5 | 0 | 23 | 4 | 34* | 35 | 152 | 52 | 6
COC(=O)C1=C(C(=O)c2ccccc2)C(c2ccc(O)c(OC)c2)n2nnnc2N1 (centres undefined) | · | -2 | -5 | -1 | 104 | 102 | 94 | 107 | 0
NNC(=O)c1cnn(Cc2ccccc2)c1N | 1 | 3 | · | 0 | 97 | 87 | 104 | 95 | 7
O=S(=O)(Cc1ccccc1)NCc1ccccn1 | 1.1 | -26 | 0 | -22 | 99 | 89 | 109 | 96 | 4
CCOc1ccc(-c2nnn(CC#N)n2)cc1OC | 1.1 | -8 | · | -2 | 44 | 96 | 118 | 95 | -2
Cc1nc2nc(-c3ccc(Cl)cc3)cn2nc1C | · | 12 | -3 | 9 | 88 | 86 | 101 | 104 | 27[fluorescence artefact?]
NS(=O)(=O)c1ccc(CCNC(=O)c2cccnc2)cc1 | 1.2 | -5 | · | -4 | 95 | 101 | 106 | 104 | 7
Cc1ccc(S(=O)(=O)C2(C(=O)N3CCCCCC3)CC2)cc1 | 1.1 | -17[fluorescence artefact?] | -4 | 80*[fluorescence artefact?] | 94 | 101 | 108 | 98 | -5
COC(=O)c1ccc(Cl)c(NC(=O)CSc2ncn[nH]2)c1 | 1.1 | -27 | 0 | -12[fluorescence artefact?] | 97 | 87 | 112 | 95 | 7
O=C(Nc1ccccc1N1CCOCC1)c1cccs1 | 1.1 | -10 | · | -13 | 98 | 99 | 102[fluorescence artefact?] | 97 | -3
O=C(c1ccc(Cl)cc1Cl)C1(n2cncn2)Oc2ccccc2C1O (centres undefined) | 1.2 | -46 | 0 | -20 | 60 | 96 | 92 | 96 | 2
Cc1ccc(S(=O)(=O)N(CCC(=O)O)Cc2ccc(Cl)cc2)cc1 | 1.1 | 2[fluorescence artefact?] | -2 | 5[fluorescence artefact?] | 94 | 86 | 128 | 95 | 2
O=C(NCC(F)(F)F)Nc1nnc(C(F)(F)F)s1 | 1.1 | -7[fluorescence artefact?] | -1 | -3 | 103 | 84 | 113 | 98 | -4
O=S(=O)(NCCCCCNS(=O)(=O)c1ccccc1)c1ccccc1 | 1 | -4 | 1 | 0 | 84 | 98 | 119 | 105 | -1
Cc1nnc(SCc2ccc(F)cc2)s1 | 1.3 | -22 | -6 | -24 | 101 | 102 | 104 | 106 | -6
CCC(c1ccccc1)c1nc(-c2ccccn2)no1 (centres undefined) | 1.5 | 2 | -2 | 2 | 92 | 107 | 116 | 105 | 2
CCn1c(=O)c(C(=O)NCc2ccc(OC)c(OC)c2)c(O)c2ccccc21 | 1.1 | 2 | -8 | 0[fluorescence artefact?] | 84 | 97 | 131 | 94 | -1
CCN(C(=O)CSc1nc2nc(C)cc(C)n2n1)c1cccc(C)c1 | 1 | 0[fluorescence artefact?] | -2 | -8[fluorescence artefact?] | 90 | 93 | 115[fluorescence artefact?] | 112 | 1
CCn1c(SCC(=O)N2CCCc3ccccc32)nnc1-c1ccco1 | 1 | 8[fluorescence artefact?] | -1 | -2[fluorescence artefact?] | 106 | 89 | 103 | 106 | 16

New compounds follow
SMILES | MT1-MMP txn act | ERa coact inh | Mac1 fbg enh | ERb coact inh | H69AR inhibit | HUVEC inhibit | ERa coact pot | Fibroblast inh | Smad3 FoxH1 inh
Cc1ccccc1CS(=O)(=O)Cc1ccc(C(=O)NCc2ccccn2)o1 | 1.1 | 1 | · | 4 | 96 | 85 | 126 | 95 | 11[fluorescence artefact?]
O=c1c2ccccc2nnn1CSc1nnc2sc3ccccc3n12 | · | 10 | -3 | 0 | 62 | 89 | 118 | 99 | 3
COc1ccc(OC)c(S(=O)(=O)N(C)CC(=O)N2CCN(c3ccc(F)cc3)CC2)c1 | 0.9 | 2 | -2 | -6 | 95 | 101 | 101 | 18* | 9
COC(=O)c1ccc(CSc2nc(-c3ccccc3)cs2)o1 | 1.1 | -2 | -2 | -2 | 122 | 108 | 69[fluorescence artefact?] | 98 | 6
O=S1(=O)CCC(N2CCOCC2)C1 (centres undefined) | 0.9 | 5 | 1 | -3 | 107 | 98 | 113 | 96 | 13
CCn1nnnc1SCC(=O)NC1CCCC1 | 1.1 | -6 | · | -15 | 99 | 106 | 97 | 102 | -2
Cc1ccc(OCC(=O)Nn2cnc3ccccc32)cc1 | 1.2 | -5 | · | -5 | 82 | 102 | 85 | 110 | -5
CC(C)CCn1c(Oc2ccc(Cl)cc2)nc2c1c(=O)n(C)c(=O)n2C | 1 | 2 | -4 | -5 | 91 | 107 | 88 | 97 | 1
Cc1cc(NC(=O)c2cc3ccccc3o2)cc(C)c1OCC(=O)N1CCOCC1 | 1 | -37 | 5 | -10 | 94 | 88 | 101 | 104 | 6
COc1cccc(C(=O)NC2=NCCS2)c1OC | 1.4 | 7 | -1 | -5 | 97 | 91 | 92 | 97 | 11[fluorescence artefact?]
CCc1cccc(C)c1NC(=O)c1cc(C)oc1C | 1.2 | -5 | -6 | -7 | 101 | 106 | 119 | 99 | -15
CCCCNC(=O)c1sc(=S)n2c1[nH]c(=O)c1ccccc12 | 0.9 | 3[fluorescence artefact?] | -10 | 4 | 26* | 60 | 90[fluorescence artefact?] | 96 | 10

An excerpt, so the mix of outcomes need not match the whole.
